Source: PubChem BioAssay
Ecoli viability: reduces bacterial viability in AddAB counter-screen | E. coli V3065 growth, OD600 absorbance, 18 h | 330,000 tested, 0.27% active | inhibition, % at 11.9 µM | AID 449728;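 active means inhibition above the campaign's mean inhibition across all tested compounds plus 3 SD, cut at about 9.9% in these data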;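 further: uninfected addAB+ strain grown without phage in ampicillin broth; 0% = DMSO wells and 100% = ciprofloxacin 0.95 µg/ml wells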
Tat export inh: E. coli Tat transport inhibition | AID 488895 | 340,000 tested, 0.036% active | inhibition, % at 10 µM | E. coli MC4100 TorA-mCherry Tat export, fluorescence;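 active means mean replicate inhibition at least 50% and at least half of replicates individually reaching 50%; inconclusive means only one of the two criteria met; inactive means neither criterion met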;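 further: exported cargo escapes ClpAP degradation while cytoplasmic cargo is degraded and loses fluorescence; 0% = median of neutral control wells and 100% = median of NaSCN control wells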
phage Ecoli inh: E. coli growth loss with phage present | 360,000 tested, 0.26% active | inhibition, % at 11.9 µM | growth absorbance; in the data active means inhibition above about 11%
CAL PDZ inh: inhibitors of human CAL PDZ peptide binding; Q9HD26; 330,000 tested, 0.02% active; inhibition, % at 20 µM; purified CAL PDZ, TMR-peptide fluorescence polarization, 1 h;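 active means highest replicate inhibition of at least 40%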;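 further: plate controls were DMSO neutral control wells for no effect and unlabeled competitor peptide control wells for full effect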
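Test system: purified CerCALP PDZ construct; Compound dosing: one concentration, 20 µM compound; Also added: TMR-labelled reporter peptide T*-PRC34 bound in PDZ groove; Read-out: inhibition from polarization loss; Controls: unlabelled peptide and DMSO controls; Signal: FP readout, S and P plane fluorescence; Incubation: 1 h at RT.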
Rtt109 HAT inh: C. albicans Rtt109 histone acetyltransferase inhibition; Q5AAJ8; 330,000 tested, 0.16% active; inhibition, % at 34.9 µM; purified Rtt109/Vps75, ThioGlo CoA-SH fluorescence, 4 h; AID 540336;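 active means inhibition of at least 50% in every replicate; inconclusive means best replicate reaches 50% inhibition but some replicates fall short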
Target sequence (Q5AAJ8 whole entry, looked up): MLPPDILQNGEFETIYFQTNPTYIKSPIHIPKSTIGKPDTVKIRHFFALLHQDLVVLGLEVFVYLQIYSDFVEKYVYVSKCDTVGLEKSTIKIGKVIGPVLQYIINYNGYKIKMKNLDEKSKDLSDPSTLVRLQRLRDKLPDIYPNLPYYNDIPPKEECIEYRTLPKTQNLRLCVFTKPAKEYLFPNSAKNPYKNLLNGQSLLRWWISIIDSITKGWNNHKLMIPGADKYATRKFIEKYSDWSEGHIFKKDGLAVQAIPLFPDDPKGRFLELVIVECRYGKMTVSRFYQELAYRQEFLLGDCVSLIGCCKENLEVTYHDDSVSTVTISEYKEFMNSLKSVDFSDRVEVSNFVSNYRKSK
Wnt act: activates Wnt/beta-catenin signaling in a reporter cell assay. AID 743398. activator, plate reader. 300,000 tested, 1.2% active. activation, % at 9.35 µM; in the data active means activation above about 30%, passing the limit was not always enough; inconclusive means no clear call, values can overlap the other calls;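 further: 0% = neutral control wells and 100% = positive control wells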
DAGLB inhibitor: blocks human DAGLB lipase activity; 340,000 tested, 0.059% active; HEK293T DAGLB membrane lysate, EnzChek fluorogenic substrate; Q8NCG7; AID 504411; inhibition, % at 5.17 µM; in the data active means inhibition above about 34%;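 further: 0% = enzyme with vehicle and 100% = wells lacking enzyme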
Target sequence (Q8NCG7 whole entry, looked up): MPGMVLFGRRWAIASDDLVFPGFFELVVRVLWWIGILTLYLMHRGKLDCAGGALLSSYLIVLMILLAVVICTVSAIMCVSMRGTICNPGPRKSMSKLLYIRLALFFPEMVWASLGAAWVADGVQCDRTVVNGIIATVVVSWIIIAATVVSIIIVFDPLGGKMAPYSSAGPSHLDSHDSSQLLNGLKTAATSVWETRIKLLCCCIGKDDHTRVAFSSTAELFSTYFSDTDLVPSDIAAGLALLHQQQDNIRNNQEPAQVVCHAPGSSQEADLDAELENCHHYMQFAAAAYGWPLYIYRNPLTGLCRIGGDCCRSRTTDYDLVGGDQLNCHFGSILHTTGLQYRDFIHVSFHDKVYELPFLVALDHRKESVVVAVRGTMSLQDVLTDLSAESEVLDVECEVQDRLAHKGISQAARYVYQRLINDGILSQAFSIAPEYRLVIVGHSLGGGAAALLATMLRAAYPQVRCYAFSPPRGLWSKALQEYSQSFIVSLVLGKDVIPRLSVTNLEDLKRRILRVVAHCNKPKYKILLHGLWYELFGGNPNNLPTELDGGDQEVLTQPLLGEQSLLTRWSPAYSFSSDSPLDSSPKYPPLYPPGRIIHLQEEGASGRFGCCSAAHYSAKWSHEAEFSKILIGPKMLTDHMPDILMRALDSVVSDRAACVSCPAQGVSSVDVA
PfHsp90 set2: growth inhibition of yeast expressing Plasmodium Hsp90; inhibition, % at 9.4 µM; 310,000 tested, 0.32% active; AID 504621; S. cerevisiae expressing PfHsp90, BacTiter-Glo ATP, 48 h; yeast lacking PDR1 and PDR3 efflux regulators;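 active means every replicate shows inhibition above about 80%, whatever the replicate mean, limit read from the data; inconclusive means mean inhibition reaches the set limit but some replicate falls short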;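 further: 0% = DMSO neutral controls and 100% = 20 µM radicicol positive controls; yeast relying on Plasmodium falciparum Hsp90 in place of its own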
AddAB inh: less growth of phage-infected E. coli with AddAB | E. coli expressing H. pylori AddAB, absorbance growth | 330,000 tested, 0.29% active | inhibition, % at 11.9 µM; in the data active means inhibition above about 12%;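 further: 0% = vehicle wells of infected cells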
PvdQ inh: blocks Pseudomonas aeruginosa PvdQ acylase activity | inhibition, % at 10 µM | 340,000 tested, 0.063% active | purified PvdQ acylase, fluorescence plate reader; in the data active means inhibition above about 30%, passing the limit was not always enough; inconclusive means no clear call, values can overlap the other calls;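 further: 0% = vehicle neutral wells and 100% = reference inhibitor wells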
Active calls of the source: *; ? = inconclusive; nt = not tested or not shown; & = joins results of further samples.

compound	Ecoli viability	Tat export inh	phage Ecoli inh	CAL PDZ inh	Rtt109 HAT inh	Wnt act	DAGLB inhibitor	PfHsp90 set2	AddAB inh	PvdQ inh
CC(=O)OC1(C(C)=O)CCC2C3CC4OC45CC(O)CCC5(C)C3CCC21C (stereo unspecified)	nt	-4	2.7	0.1	10	-1	-5	4	nt	3
Cc1ccc(S(=O)(=O)N(CC(=O)N2CCN(c3ccccc3F)CC2)C2CCCCC2)cc1	-4.6	15	2.8	-1.9	1	-4&-6	-11	8	1.2	-16
Cc1c(NC(=O)COC(=O)Cn2cc(C(F)(F)F)ccc2=O)cccc1[N+](=O)[O-]	0.9	2	2.3	-0.5	1	-1	-1	-4	0.9	-5
COc1ccc(C=NCCC2(O)CC(C)N(C)CC2C)cc1 (stereo unspecified)	0.1	2	1.3	nt	10	0	-1	30	0.8	16
Cc1cc([N+](=O)[O-])nn1CC(=O)N1CCN(Cc2ccccc2)CC1	0.2	-2	3.7	-5.5	-1	-1	-1	-2	0.0	-14
COc1ccc(C2/C(=C(/O)c3ccc4c(c3)CC(C)O4)C(=O)C(=O)N2CCCN2CCOCC2)cc1OC (stereo unspecified)	3.5	-4	2.3	-2.4	-11	-2	2	1	1.0	-12
Nc1nc(=S)c2ncn(C3CCCCC3)c2[nH]1	nt	-8	1.6	-1.5	2	-7	4	-10	nt	-6
CCN(CC)CCn1c2ccccc2c2n[nH]c(=S)nc21	-1.3	6	2.7	-0.1	-3	0	-4	19	-1.3	0
Cc1c(NC(=S)N/N=C/c2ccc(Br)cc2)c(=O)n(-c2ccccc2)n1C	-2.1	3	-2.8	-2.1	-6	-13	2	-9	0.4	2
CCn1cnc2c([N+](=O)[O-])c(NS(=O)(=O)c3ccc(C)cc3)ccc21	0.7	-2	-2.2	0.4	1	-3	2	-34	2.7	-6
Cn1c(=O)[nH]c(=O)c2c1nc(NCCc1ccccc1)n2CC(O)COc1ccccc1 (stereo unspecified)	1.1	-5	2.7	-1.1	-4	nt	7	5	-0.8	-11
CCCNCC1C(Oc2ccc(Cl)cc2Cl)C(=O)N1c1cccc(C)c1C (stereo unspecified)	2.5	17	4.0	-2.8	nt	nt	-14	19	3.2	-2
Cc1ccc(/C=N/NC(=O)C2CC(=O)N(c3ccccc3)C2)s1 (stereo unspecified)	-1.2	-1	2.8	0.0	-4	nt	-1	44	-0.1	-9
COc1ccc(NC(=O)C(=O)NCCO)cc1Cl	-1.6	-1	2.9	0.8	6	-6	0	-24	1.4	10
CC(C)(C)OC(=O)[C@H](Cc1ccccc1)NC(=O)c1nc[nH]c1C(=O)N1CCN(c2ccccc2)CC1	0.5	18	-0.5	-1.5	6	-2	3	nt	0.4	7
O=C(Cn1cnc2ccccc2c1=O)c1c[nH]c2ccccc12	-0.2	-4	0.9	nt	7	nt	1	-26	-0.5	-15
COC(=O)c1cc(C(=O)N2CCN(c3cccc(Cl)c3)CC2)cc([N+](=O)[O-])c1	1.1	7	3.7	-0.8	13	-4	1	-32	1.9	-11
CCN(CC)S(=O)(=O)c1ccc2c(c1)nc(SCC(=O)NC1CC1)n2-c1ccccc1OC	1.6	5	1.5	nt	11	-3	-5	-4	0.7	-14
COc1cc(OC)cc(-c2nnc(SCC(=O)N3CCCc4ccccc43)o2)c1	-0.9	13	-2.5	-1.9	2	nt	-6	-10	1.1	3
CCCCCC(=O)Nc1nc(C)c(-c2csc(Nc3cc(Cl)ccc3OC)n2)s1	0.4	-1	3.1	-1.3	8	-5	-6	6	4.2	8

Two entries from above in another layout.
The line under a structure holds: Ecoli viability | Tat export inh | phage Ecoli inh | CAL PDZ inh | Rtt109 HAT inh | Wnt act | DAGLB inhibitor | PfHsp90 set2 | AddAB inh | PvdQ inh
> Cc1ccc(S(=O)(=O)N(CC(=O)N2CCN(c3ccccc3F)CC2)C2CCCCC2)cc1
  -4.6 | 15 | 2.8 | -1.9 | 1 | -4&-6 | -11 | 8 | 1.2 | -16
> Cc1c(NC(=O)COC(=O)Cn2cc(C(F)(F)F)ccc2=O)cccc1[N+](=O)[O-]
  0.9 | 2 | 2.3 | -0.5 | 1 | -1 | -1 | -4 | 0.9 | -5

(next part)
compound	Ecoli viability	Tat export inh	phage Ecoli inh	CAL PDZ inh	Rtt109 HAT inh	Wnt act	DAGLB inhibitor	PfHsp90 set2	AddAB inh	PvdQ inh
COc1ccc(N=C(C)C2=C(O)CSC2=O)cc1	1.7	8	0.7	-0.3	8	16	-1	6	3.4	44*
CC(C)CCN(Cc1ccco1)S(=O)(=O)c1ccc(-c2ccc(=O)[nH]n2)s1	-2.2	-8	-0.6	-3.3	-10	0	0	17	1.6	-16
O=C(NCc1ccco1)c1ccccc1F	-0.5	-7	-1.8	-0.4	-4	nt	-2	3	1.7	-9
COc1ccc2nc(SCCC(=O)O)cc(C)c2c1	0.1	2	-1.4	-3.2	15	11	1	-16	-0.2	3
N#C/C(=C\c1ccccc1)C(=O)OCC(=O)N1CCCC1	1.6	-4	3.9	-0.3	-9	-1	0	32	-1.7	-6
O=C(NCc1ccc(F)cc1)c1cc(-c2ccco2)on1	-1.0	11	0.4	-0.4	4	nt	-11	-6	0.1	-6
C[C@H]1CN([C@@H](C)CO)C(=O)c2cc(NC(=O)NC3CCCCC3)ccc2O[C@H]1CN(C)C(=O)Nc1ccc(C(F)(F)F)cc1	0.2	-9	2.7	-0.2	-3	-9	6	-10	-0.2	-1
O=C(Cn1cncn1)N/N=C/c1cccc(Cl)c1	-2.9	5	3.2	-0.3	1	0	0	6	1.4	-15
O=C(N=C1SC2CS(=O)(=O)CC2N1c1ccc(F)cc1F)C1CC1 (stereo unspecified)	1.2	1	1.7	-0.2	-5	3	-2	-22	1.5	-16
O=C(O)c1cccc(N/N=C/c2cccc3ccccc23)c1	0.3	-12	2.9	-0.9	5	-1	1	-1	-0.3	6
O=C1CSC(=Nc2ccc(Cl)cc2)N1Cc1ccco1	-1.0	3	2.2	-1.4	1	0	-5	-53	4.7	-11
COC(=O)C(C)(C)ONC(=O)Nc1ccccc1Br	1.6	5	3.4	-2.3	2	0	-2	17	1.0	-20
O=C(NCCCSc1ccccc1)c1cc(Br)ccc1O	nt	0	8.6	-1.2	9	-1	-9	94*	nt	7
N/C(Cc1ccc([N+](=O)[O-])cc1)=N\OC(=O)Cc1ccccc1	-2.3	-7	1.1	-2.9	4	3	-1	-1	1.3	1
CC(=O)c1ccc(NC(=S)NC(=O)c2c(Cl)c(C)nn2C)cc1	-0.1	0	0.3	-0.1	-5	nt	-1	nt	-0.7	-12
COc1cccc(C2C(C#N)=C(N)SC(c3ccccc3)C2[N+](=O)[O-])c1 (stereo unspecified)	1.2	-2	3.1	-0.6	0	-1	-7	-13	0.1	-3
CCN(C(=O)COC(=O)c1cc([N+](=O)[O-])ccc1N1CCOCC1)C1CCCCC1	3.1	2	0.4	-0.3	20	-2	0	-9	1.4	-16
COc1ccc(Br)cc1/C=C/C(=O)Nc1c(C)cccc1C	-0.7	7	1.0	nt	1	nt	-6	1	-0.2	-19
Cc1ccc(NC(=O)/C(=C/c2cccc([N+](=O)[O-])c2)NC(=O)C2CCCCC2)c(C)c1	-1.0	?	0.1	-1.7	-4	-10	4	-6	1.1	-14
CCN(CC)c1ccc(/C=C2\C(=O)N(c3nnc(C)c(=O)[nH]3)N=C2C)cc1	-1.5	-10	1.0	0.3	3	10	18	19	-1.5	-3
CN(C)c1ccc(NC(=O)c2cc3c(=O)n4ccccc4nc3n2C)cc1	-1.5	5	0.1	0.4	4	nt	5	17	1.3	-6
O=C(NCc1ccccc1)c1ccc(-c2ccccc2C(F)(F)F)o1	1.0	9	3.0	-0.4	1	0	-6	5	1.6	-15
N#CC1=C(N)N(c2ccc(F)cc2)C2=C(C1c1ccc(O)cc1)S(=O)(=O)CC2 (stereo unspecified)	nt	-9	4.1	-0.8	6	-1	4	-24	nt	-9
COC(=O)c1cc(NC(=O)CN(C)C2CCS(=O)(=O)C2)cc(C(=O)OC)c1 (stereo unspecified)	-2.8	-3	3.2	-0.9	-4	1	0	1	-2.5	9
CCOc1ccc(OCC)c(NC(=O)CNS(=O)(=O)c2cccs2)c1	0.8	-6	2.3	-1.2	-5	0	0	nt	0.0	-12
N#CCCn1cc(CNC2CCC(O)CC2)c2ccccc21 (stereo unspecified)	-0.4	-14	0.6	-3.3	-3	1	-1	2	4.7	-9
COCCNC(=S)N(c1ccccc1)C(C)C	2.1	0	-0.6	-1.6	-2	-1	0	9	0.8	-7
CC1CN(C(=O)c2ccccc2C(=O)c2ncc[nH]2)CC(C)O1 (stereo unspecified)	1.9	-1	1.4	-1.8	11	-3	-2	-38	2.5	-12
CC(C)c1ccc(NC(=O)CSc2nc(=O)[nH]c3c2CCCC3)cc1	0.1	-3	4.1	-3.0	16	0	0	nt	-0.6	5
NC(=S)NN=C1CCSCC1	nt	1	3.4	-0.5	-13	-4	-2	9	nt	18
Cc1noc(NC(=O)c2ccc(Cl)c(Cl)c2)c1Cl	-1.0	3	0.7	-1.9	-1	21	2	0	1.7	12
Cc1ccc(N(CC(=O)Nc2cc(C)cc(C)c2)S(=O)(=O)c2cccc3nonc23)cc1	-1.1	-10	1.4	-1.0	16	-2	-8	7	-2.5	-8
CCn1cc(C(=O)NP(=O)(Nc2ccc(C)cc2)Nc2ccc(C)cc2)c2ccccc21	-0.4	4	-0.1	-0.7	-3	0	0	24	-1.8	-13
CC1CCC(C(=O)NC(C(=O)NCc2ccccn2)C(C)C)CC1 (stereo unspecified)	-0.7	4	2.0	-2.4	nt	-1	-2	-35	1.8	-10
CCn1c(SCC(=O)c2ccccc2)nnc1-c1cnccn1	2.9	-10	2.6	-2.0	24	36*	-1	24	2.8	1
Cc1ccnc(SC2CC(=O)N(c3ccc(F)cc3)C2=O)n1 (stereo unspecified)	0.2	-11	4.2	-1.9	-5	1	0	1	3.2	-6
O=C(CSc1ncn(-c2ccccc2)n1)Nc1nccs1	-1.0	-5	2.1	-3.5	nt	nt	2	nt	3.1	-12
O=C(Nc1ccc2ccccc2c1)Nc1ccc2snnc2c1	6.7	4	10	-4.6	-4	nt	-2	4	6.8	-1
COC(=O)CN1CCN(C(=O)c2ccc(F)cc2)c2ccccc2C1	-1.2	-5	1.1	-1.0	4	3	-2	5	2.4	10
Cc1ccc2c(c1)C=CC(C)(C)S2(=O)=O	-1.6	-1	3.3	-1.6	0	-1	-1	-6	3.5	-4
COc1nc(OC)nc(N2CCC(C(=O)NC3CCCCCC3)CC2)n1	0.5	-4	-0.2	-0.8	-25	5	0	25	3.6	-9
CN(c1ccccc1)S(=O)(=O)c1cccc(NC(=O)c2nn(C)c(=O)c3ccccc23)c1	0.5	9	1.5	-1.7	0	0	0	-26	2.1	-10
COc1ccc(-c2cn[nH]c2-c2ccc(OCC(=O)NN)cc2O)cc1	nt	-7	1.3	-1.4	-7	-2	2	0	nt	-10
CCCNC(=O)c1nnsc1S(=O)(=O)c1ccc(Cl)cc1	nt	-5	5.0	nt	?	-7	-8	105*	nt	11
CC(C)C(=O)Nc1cccc(NC(=O)c2cccnc2)c1	1.4	-9	1.9	-0.3	6	-2	1	-5	4.5	-3
Nc1nc2ccccc2n1CCN1CCCC1	1.2	-7	nt	-1.0	-10	-1	-2	-9	1.1	-18
